Screens (PubChem)
IDE cell activ = IDE (human) activation, cell-based; P14735; HEK cells, FAbeta-B cleavage, fluorescence polarization; 0% vehicle, 100% cell-free pure enzyme wells; activation, % at 5.96 µM; 340,000 tested, 0.073% active; AID 493087;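 active = activation above the mean of all tested compounds plus 3 SD, set per screening campaign, cut at about 17% in these data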
p-CIP stab down = lowers stability of the mouse p/CIP coactivator protein | Q05BA5 | F442A p/CIP-EGFP cells, EGFP fluorescence, 16 h | decrease of EGFP signal, % at 10 µM | 290,000 tested, 0.01% active | AID 1984;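 active = EGFP signal decrease of at least 30% at 10 µM or well 3 SD below plate mean, unless failing retest; inactive = the rest, including hits failing retest or dose response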; also: some compounds called inactive have numbers as strong as hits; many of its hits are not listed in these tables
DNA FID counter = counter-screen for HCV NS3 helicase inhibitors: DNA intercalator displacement | AID 1845 | 290,000 tested, 0.17% active | DNA fluorescent intercalator displacement, fluorescence | inhibition, % at 7.9 µM; in the data active = inhibition above about 37%;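 also: 0% = vehicle and 100% = reference compound; higher means more ethidium bromide displaced from hairpin DNA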
PHOSPHO1 block = PHOSPHO1 (human) inhibition; Q8TCT1; recombinant PHOSPHO1, absorbance phosphatase assay; inhibition, % at 13.3 µM; 290,000 tested, 1.1% active; AID 1565; in the data active = inhibition above about 60%
Target sequence (Q8TCT1 whole entry, looked up): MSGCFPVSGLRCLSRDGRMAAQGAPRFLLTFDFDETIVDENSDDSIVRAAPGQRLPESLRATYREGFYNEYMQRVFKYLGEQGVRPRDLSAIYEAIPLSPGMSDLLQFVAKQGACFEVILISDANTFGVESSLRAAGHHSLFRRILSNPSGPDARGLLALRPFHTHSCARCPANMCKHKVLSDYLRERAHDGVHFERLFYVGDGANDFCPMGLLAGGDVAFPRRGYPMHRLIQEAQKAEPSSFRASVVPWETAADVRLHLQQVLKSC
SUMO HTRF inh = blocks human SUMOylation mediated by UBC9; inhibition, % at 35 µM; AID 2006; P63279; 290,000 tested, 0.36% active; HTRF SUMOylation assay, SAE1/SAE2 + UBC9, in vitro; in the data active = inhibition above about 50%, passing the limit was not always enough; also: strong numbers were not always called active
Target sequence (P63279 whole entry, looked up): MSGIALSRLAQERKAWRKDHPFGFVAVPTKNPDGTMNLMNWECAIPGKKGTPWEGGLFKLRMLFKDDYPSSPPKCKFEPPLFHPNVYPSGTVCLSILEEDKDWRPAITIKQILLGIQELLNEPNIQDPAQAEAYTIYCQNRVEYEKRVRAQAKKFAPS
IMP-1 inhibitor = blocks Pseudomonas aeruginosa IMP-1 metallo-beta-lactamase. purified IMP-1, nitrocefin hydrolysis, epi-absorbance fluorescence. inhibition, % at 5.6 µM. 290,000 tested, 0.45% active. AID 1556;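 active = inhibition above the mean plus 3 SD of all compounds in the same screening run, cut at about 4.5% in these data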;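 also: 0% = IMP-1 with DMSO and 100% = DMSO wells lacking enzyme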
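System: Purified IMP-1 | Read-out basis: Percent enzyme inhibition | Controls: IMP-1 with DMSO as 0%, enzyme-free DMSO as 100% | Replicates: One well per compound | Doses: 5.6 µM nominal single concentration | Detection: Epi-absorbance fluorescence, 480 nm excitation, 530 nm emission | Incubation: 25 °C, 15 min preincubation, 25 min reaction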
VIM-2 inhibitor = blocks Pseudomonas aeruginosa VIM-2 metallo-beta-lactamase; purified VIM-2, nitrocefin hydrolysis, epi-absorbance fluorescence; inhibition, % at 5.6 µM; 290,000 tested, 0.89% active; AID 1527;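 active = inhibition above the mean of all tested compounds plus 3 SD, cutoff set per screening run, cut at about 7.5% in these data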;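 also: red hydrolysis product quenches plate fluorescence so inhibitors raise well fluorescence; 0% = enzyme with DMSO and 100% = DMSO without enzyme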
MEKK3 PB1 HTS = modulators (inhibitors or enhancers) of MEK5 binding to human MEKK3 PB1 domain | binding response (% of control), % at 10 µM | 290,000 tested, 1.4% active | Q99759 | bead-based flow cytometry, Alexa488-MEK5 binding to MEKK3; actives lie on both sides; 0 = blocked by unlabeled MEK5, 100 = vehicle;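 active = binding response more than 3 SD above or below the average of its plate-row segment, actives on both sides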;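 also: Alexa488 bead fluorescence after subtracting the streptavidin-only scavenger bead signal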
Target sequence (Q99759 whole entry, looked up, the tested form may be a part): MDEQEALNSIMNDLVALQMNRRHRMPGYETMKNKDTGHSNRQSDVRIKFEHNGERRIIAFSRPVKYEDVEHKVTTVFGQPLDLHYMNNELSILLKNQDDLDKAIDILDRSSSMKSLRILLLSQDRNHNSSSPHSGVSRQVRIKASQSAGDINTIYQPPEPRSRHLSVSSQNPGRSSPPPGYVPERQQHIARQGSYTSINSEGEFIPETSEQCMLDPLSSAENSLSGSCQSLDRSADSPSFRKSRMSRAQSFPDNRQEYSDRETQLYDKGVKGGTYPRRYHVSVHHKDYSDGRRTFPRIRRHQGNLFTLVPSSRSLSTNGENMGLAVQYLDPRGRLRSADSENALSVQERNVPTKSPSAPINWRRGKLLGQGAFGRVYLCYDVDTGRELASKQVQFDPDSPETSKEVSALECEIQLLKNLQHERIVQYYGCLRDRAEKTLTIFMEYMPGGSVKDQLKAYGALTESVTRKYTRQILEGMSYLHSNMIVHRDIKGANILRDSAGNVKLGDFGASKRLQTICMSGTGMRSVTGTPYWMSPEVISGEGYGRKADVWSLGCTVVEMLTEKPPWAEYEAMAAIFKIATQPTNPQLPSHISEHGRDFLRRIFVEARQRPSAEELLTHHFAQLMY
HCV NS3 hel inh = blocks Hepatitis C virus NS3 helicase unwinding; inhibition, % at 10.9 µM; AID 1800; NS3 helicase DNA unwinding, Cy5 molecular beacon fluorescence; 290,000 tested, 0.56% active;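 active = inhibition above the mean of all tested compounds plus 3 SD, set per campaign, cut at about 35% in these data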;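 also: 0% = DMSO wells and 100% = thioflavine S control wells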
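System: Hepatitis C virus NS3 helicase domain fragment enzyme | Reagent: Annealed dual-labelled DNA beacon duplex, ATP-started | Compound dosing: 10.9 µM single point, 0.8% DMSO | Incubation: 1 h reaction at 25 °C, ATP-initiated | Technique: Cy5 fluorescence | Evaluation: Percent inhibition from t60/t0 fluorescence ratio | Benchmarks: Low DMSO, high thioflavine S at 110 µM | Replication: Singlicate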
Active calls of the source: *; nt = not tested or not shown. A portion of the library; count on the stated rates, not on these rows.

SMILES	IDE cell activ	p-CIP stab down	DNA FID counter	PHOSPHO1 block	SUMO HTRF inh	IMP-1 inhibitor	VIM-2 inhibitor	MEKK3 PB1 HTS	HCV NS3 hel inh
O=C(CSc1nccc(=O)[nH]1)N1N=C2/C(=C/c3ccco3)CCCC2C1c1ccco1 (configuration not stated)	6	14	-17	-43	8	-2.1	0.2	87	23
COc1ccc(/C=C/C(=O)O)cc1COc1ccccc1C	2	-7	-37	5	1	-3.9	-3.7	109	29
Cc1ccc(NC(=O)CSc2sc3c(O)cc(=O)[nH]c3c2C#N)c(F)c1	4	-9	-17	24	9	-3.5	-2.3	98	36*
COc1ccc(-c2nc[nH]c2[N+](=O)[O-])cc1	3	6	-3	-2	-1	-2.0	-0.8	103	7
O=C(CNC(=O)C1CCCCC1)NC1CCCCC1	0	-4	1	27	11	-2.2	-2.3	102	0
CCOC(=O)C1=C(C)N(CCCC(=O)NCc2ccc3c(c2)OCO3)C(=O)NC1c1ccc(Br)cc1 (configuration not stated)	nt	5	0	11	6	0.7	-3.0	93	-4
CCCNC(=O)c1ccc2nc(-c3ccccc3)c(-c3ccccc3)nc2c1	4	8	-4	10	-13	1.2	2.1	106	5
CSc1cccc(NC(=O)C2CCCN2S(=O)(=O)c2ccc(Br)s2)c1 (configuration not stated)	1	0	-8	-11	-15	-2.6	-5.2	102	-2
N#Cc1nc(-c2ccc(OCc3ccc(Cl)cc3)cc2)oc1N1CCOCC1	3	1	0	2	14	-3.2	-3.2	103	5
O=c1cc(-c2ccccc2Cl)oc2c(NS(=O)(=O)c3ccccc3C(F)(F)F)ccc(O)c12	0	2	nt	36	-8	nt	nt	101	nt
CC1CN(c2cc(=O)n(-c3cccc(Br)c3)c(=O)[nH]2)CC(C)O1 (configuration not stated)	-1	-7	nt	1	0	nt	nt	105	nt
Cc1cc(NC(=O)CSc2nnc(C)n2-c2ccccc2)no1	1	-36	-6	13	24	-4.3	-1.5	97	-11
COc1ccc(Cl)cc1NC(=O)C(C)N(C)Cc1ccc(C(F)(F)F)cc1 (configuration not stated)	4	-15	-5	-2	-13	-0.7	-1.1	96	-7
COc1ccccc1NC(=O)c1ccc2c(c1)C(=O)N(Cc1ccco1)C2=O	0	-2	-17	36	20	-3.5	-2.7	97	10
Cc1nn(CC(=O)NCCc2cccs2)c(=O)c2nn(-c3ccccc3)c(C)c12	4	-10	-28	13	4	-2.2	-2.0	100	49*
CCCCSc1nc(O)cc(=O)n1CC	-1	-2	-4	-16	0	-0.5	-0.1	98	-1
N#Cc1c(NC(=O)C(=O)NCCCN2CCOCC2)sc2c1CCC2	-4	-14	-3	33	12	-0.5	-2.4	95	25
COc1ccccc1OCCOC(=O)Nc1ccccc1	5	6	-11	6	-13	-0.7	-0.6	93	-6
O=c1[nH]cnc2cc(Cl)ccc12	-3	-3	1	16	11	-0.1	-0.8	nt	-3
COc1ccc2cc(C(=O)NCCO)sc(=O)c2c1OC	2	-4	2	-4	-1	-2.5	-0.3	90	-8
Cc1ccc(S(=O)(=O)N2CC=C(C(=O)NCCC(C)C)CC2)cc1	-2	-3	-29	37	9	-4.2	-3.3	95	4
COc1ccc2c(c1)C(C)CC(C)(C)N2C(=O)NC1CCCCC1 (configuration not stated)	-4	-5	-1	0	11	-3.0	-1.4	94	-6
COCCOC(=O)c1cc(C(=O)c2cc(F)ccc2O)coc1=N	0	1	-3	-6	14	0.4	-0.8	107	-19
CCN(CC)C(=O)C1=C(C)Nc2ncnn2C1c1cccnc1 (configuration not stated)	-2	3	-1	4	14	-2.4	-3.6	98	-1
COc1cc(NS(=O)(=O)c2ccc(N/C=C(\C=O)c3nc4ccccc4o3)cc2)nc(OC)n1	2	-8	-5	-26	9	-4.0	-2.5	109	11

Additional records follow.
SMILES	IDE cell activ	p-CIP stab down	DNA FID counter	PHOSPHO1 block	SUMO HTRF inh	IMP-1 inhibitor	VIM-2 inhibitor	MEKK3 PB1 HTS	HCV NS3 hel inh
COc1ccccc1-c1nc(SCC(=O)O)n[nH]1	-4	-9	2	-1	-1	3.0	-5.4	99	-3
O=C1C(Cl)=C(NC(=O)c2ccccc2)C(=O)C(Cl)=C1NC(=O)c1ccccc1	-33	-12	8	36	51*	-27	-0.3	96	5
COc1ccc(CCn2c(=S)[nH]c3ccc(N4CCOCC4)cc3c2=O)cc1OC	1	6	-6	-4	11	-3.2	-6.1	99	3
Cc1cnc(NC(=O)C(C)N2C(=O)C3CC=CCC3C2=O)s1 (configuration not stated)	7	-3	0	0	-9	-2.3	-2.3	98	-4
O=[N+]([O-])c1ccc(SCCO)nc1SCCO	6	2	5	3	-3	1.9	-0.1	94	-4
C=CCOc1ccc(C2C(C#N)=C(N)N(Nc3ccccc3)C3=C2C(=O)CC(C)(C)C3)cc1OC (configuration not stated)	-1	3	-14	-1	16	-3.1	-3.3	103	-3
NS(=O)(=O)c1ccc(NCc2cc(Cl)ccc2OCc2ccc(F)cc2)cc1	0	-10	-6	-4	2	-4.1	-0.1	98	-7
CCCn1c(C)nnc1SCC(=O)NC1CCCCC1	5	-7	-3	-10	6	-2.4	-1.2	99	-2
Cc1cc(/C=C2/C(=N)N3C(=NC2=O)SN=C3S(C)(=O)=O)c(C)n1-c1ccccc1F	4	14	-36	6	14	1.6	-1.7	89	28
O=C(O)CN1C(=O)/C(=C\c2cccc(OCc3ccccc3)c2)SC1=S	-3	3	1	39	19	-1.2	0.6	100	26
COc1ccc(N(CC(=O)NCc2ccc(F)cc2)C(=O)c2snc(C(N)=O)c2N)cc1OC	2	-1	-27	31	3	-1.9	-0.4	102	2
Cc1nnc(SCc2cc(=O)[nH]c(/N=C(\N)Nc3ccccc3Sc3ccccc3)n2)s1	3	14	-7	1	19	-3.4	-3.2	105	12
Cc1ccc(C)c(N2CCN(C(=O)CCS(=O)(=O)c3ccc4c(c3)NC(=O)C(C)S4)CC2)c1 (configuration not stated)	3	-28	-31	32	1	-0.4	-0.5	99	-7
Cn1cc(C(=O)c2ccc(Cl)cc2)cc1-c1nc2ccccc2n1C	7	-13	-28	8	-10	1.7	-1.4	104	-15
CCNc1nc(CSc2ccccc2)nc2sc(C)c(C)c12	-1	1	-8	-12	-2	-4.8	-1.5	99	-2
Cc1ccc(N2C(=O)CC(N3CCN(c4ccccn4)CC3)C2=O)cc1 (configuration not stated)	-1	2	7	-12	12	-0.2	-1.2	97	-5
O=C(Nn1cnnc1)c1cc(-c2cccc(Br)c2)nc2ccccc12	-3	-3	-24	25	28	-0.6	-3.2	105	4
CC1CCN(S(=O)(=O)c2ccc(NC(=O)C3CCN(C(=O)c4ccco4)CC3)cc2)CC1	1	-30	-34	2	12	-4.3	-4.5	96	-5
COc1ccc(C(OC(=O)c2ccco2)C(=O)NCc2ccc(C)cc2)cc1 (configuration not stated)	-1	-5	-20	20	-4	-2.5	-0.4	96	-3
O=C(CCC(=O)c1ccc(Br)cc1)Nc1cccc(C(F)(F)F)c1	3	-4	0	22	11	1.0	-2.3	96	-11
Cn1c(=O)c2c(nc(Cl)n2Cc2ccc(Cl)c(Cl)c2)n(C)c1=O	-3	-16	-1	29	-18	-1.3	0.0	nt	-9
COc1cccc2[nH]c3c(Cl)ncnc3c12	0	-16	8	1	28	-0.2	4.5	100	-5
COC(=O)c1ccc(C23CC4(C2)[C@H](CN(Cc2ccc(-c5ccccc5)cc2)[C@@H]4c2ccccc2)C3c2ccccc2)cc1 (some centres not stated)	-1	-18	nt	26	9	nt	nt	100	nt
CC(C)N(Cc1ccccc1)C(=O)CN1C(=O)NC(Cc2ccccc2)(c2ccccc2)C1=O (configuration not stated)	-2	-1	-51	38	9	-2.1	-2.2	104	-12
COc1ccc2oc(C(=O)N3CCN(c4ncccn4)CC3)c(C)c2c1	-1	7	-49	21	-10	-3.4	-4.1	102	-5

Further results
SMILES	IDE cell activ	p-CIP stab down	DNA FID counter	PHOSPHO1 block	SUMO HTRF inh	IMP-1 inhibitor	VIM-2 inhibitor	MEKK3 PB1 HTS	HCV NS3 hel inh
Nc1ccccc1Sc1ccccc1[N+](=O)[O-]	1	-5	7	10	2	-2.7	-2.5	81	-3
COc1ccc(S(=O)(=O)N(CCCN2CCOCC2)Cc2cccc(OC)c2OC)cc1	3	14	2	-9	1	-2.8	-2.7	102	-6
CN1C(=O)C(O)(C2COC(C)(C)CC2=O)c2cc(Br)ccc21 (configuration not stated)	2	-8	-5	-22	19	-3.2	-2.0	107	-4
Fc1ccc2nc(Nc3nc4cc5c(cc4s3)OCO5)sc2c1	3	-14	0	-10	-45	-0.5	0.5	88	-1
O=C1CCCCC1Sc1nnc(Cc2cccs2)n1CCc1ccccc1 (configuration not stated)	0	-5	-24	71*	23	-4.4	-3.3	98	0
O=C(/C=C/c1c(Cl)cccc1Cl)N1CCN(c2ncccn2)CC1	5	-2	-21	6	10	0.6	-1.9	103	2
Cc1cc(C)nc(NC2=NCC(=O)N2c2ccc(F)c(Cl)c2)n1	-4	-3	-5	5	0	-5.7	-3.4	97	2
c1ccc(C2CSc3ccccc3N2)cc1 (configuration not stated)	1	3	1	32	-3	-1.1	-0.5	97	13
CC(=O)NCCC(=O)N1CCc2c([nH]c3ccccc23)C1c1cccc(Cl)c1 (configuration not stated)	-1	0	-22	52	16	-1.2	-1.8	102	3
Cc1ccc(NC(=O)CCN2CCN(C/C=C/c3ccccc3)CC2)cc1	-1	4	26	22	20	-0.4	0.1	107	-23
CCCOc1ccc(C(=O)NCC(c2ccco2)N(C)C)cc1 (configuration not stated)	0	-24	7	-36	6	-1.4	-2.5	102	4
CC(C)C(C)NC(=O)COc1ccc(-c2ccccc2)cc1 (configuration not stated)	-7	-23	-27	7	5	-2.3	-3.6	93	3
Cn1c(-c2ccc3c(c2)OCO3)cnc1NCc1ccccc1	-1	-11	25	48	4	-0.2	4.3	85	-13
Cc1ccc(NC(=O)CSc2ccc3nnc(CCNC(=O)c4ccccc4)n3n2)c(C)c1	-7	3	-20	-14	-30	-2.4	-2.4	99	3
Clc1ccccc1-c1nc2ccccc2c2nc3ccccc3n12	-7	-23	-5	-21	-1	-1.4	-0.3	134*	4
O=C(NC(C(=O)c1ccccc1)N1CCCCC1)c1ccccc1 (configuration not stated)	11	-5	-5	3	-17	-2.9	-1.4	99	7
CCN1CCN(c2ccc(NC(=O)c3cnccn3)cc2)CC1	nt	12	-2	24	6	-1.7	11*	113	-2
